# High-throughput results (PubChem BioAssay)
# PfGluPho inh: PfG6PD enzyme inhibitors, primary screen, biochemical, fluorescence intensity, uHTS | hit rate 0.78% among 350,000 | inhibition, % at 20 µM | glucose-6-phosphate dehydrogenase-6-phosphogluconolactonase (Plasmodium falciparum 3D7) | PfGluPho enzyme, NADPH resazurin-diaphorase fluorescence;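 active means inhibition reaching at least a set limit at 20 µM in the primary screen, cut at about 59% in these data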;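 further: 0% = DMSO wells with substrate and 100% = DMSO wells lacking glucose-6-phosphate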
# Apaf-1 inh: inhibitors of human Apaf-1 apoptosome, primary screen, biochemical, DEVD-Rh110 fluorescence, uHTS | Apoptotic protease-activating factor 1 (Homo sapiens), O14727 | reconstituted apoptosome caspase-3 activity | inhibition, % at 20 µM | hit rate 0.71% among 330,000; active means inhibition of at least 40% at 20 µM;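 further: plate controls were DMSO wells for no effect and DEVD-CHO caspase inhibitor wells for full effect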
#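 System – cell-free apoptosome with Apaf-1, procaspase-3 and caspase-9 · Buffer or medium – pH 7.5 Hepes buffer with CHAPS, BSA, DTT · Also added – cytochrome c with DEVD-Rh110 · Times – 30 min compound preincubation, 50 min activation, room temperature · Technique – Rh110 fluorescence intensity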
# SENP8 block-1: human SENP8 protease inhibitors, primary screen, biochemical, fluorescence, Nedd8 protein substrate, uHTS; hit rate 0.64% among 360,000; Sentrin-specific protease 8 (Homo sapiens), Q96LD8; AID 602440, 2012; recombinant SENP8; inhibition, % at 20 µM; in the data active means inhibition mostly above about 40%, no sharp cut-off; inactive means mostly below about 27%
# Target sequence (Q96LD8 whole entry, looked up): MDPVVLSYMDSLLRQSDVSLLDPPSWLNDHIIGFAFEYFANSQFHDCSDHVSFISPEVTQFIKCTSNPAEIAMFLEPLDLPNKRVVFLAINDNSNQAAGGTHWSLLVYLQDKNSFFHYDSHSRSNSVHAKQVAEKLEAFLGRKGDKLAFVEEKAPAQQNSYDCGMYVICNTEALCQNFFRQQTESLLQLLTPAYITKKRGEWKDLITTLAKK
# NLRP3 yeast inh: NALP3 inflammasome inhibitors in reconstituted yeast, primary screen, luminescence, uHTS; Yeast reconstituted NLRP3/ASC/caspase-1, beta-gal luminescence, 24 h; inhibition, % at 10 µM; hit rate 0.39% among 330,000;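 active means inhibition of 50% or more; inactive means inhibition below 50%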;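 further: plate controls were induced DMSO wells for no effect and uninduced yeast grown without galactose for full effect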
# SENP7 inh: SENP7 protease inhibitors, primary screen, biochemical, luminescence, uHTS | recombinant SENP7, Z-RLRGG-aminoluciferin luminescence, 40 min | inhibition, % at 5 µM | hit rate 1.5% among 330,000;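 active means inhibition above about 50% at the single test dose, limit read from the data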;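 further: plate controls were DMSO with enzyme for no effect and no enzyme buffer wells for full effect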
# Target sequence (Q9BQF6 706-1050 limits assumed): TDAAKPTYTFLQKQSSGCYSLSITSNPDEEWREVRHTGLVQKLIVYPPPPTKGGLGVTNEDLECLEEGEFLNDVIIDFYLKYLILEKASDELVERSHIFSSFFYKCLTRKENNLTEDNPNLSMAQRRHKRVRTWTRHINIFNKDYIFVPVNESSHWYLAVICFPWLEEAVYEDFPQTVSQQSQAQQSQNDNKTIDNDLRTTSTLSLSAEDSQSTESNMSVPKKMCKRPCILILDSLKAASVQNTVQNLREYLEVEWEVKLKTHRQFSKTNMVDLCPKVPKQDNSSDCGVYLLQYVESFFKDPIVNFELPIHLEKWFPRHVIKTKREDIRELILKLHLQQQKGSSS
# SENP1 inh: human SENP1 catalytic domain inhibitors, primary screen, biochemical, FRET, uHTS | Sentrin-specific protease 1 (Homo sapiens), Q9P0U3 | hit rate 0.21% among 360,000 | AID 624204, 2012 | inhibition, % at 10 µM | recombinant SENP1 catalytic domain, CyPet-SUMO1-YPet FRET cleavage;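 active means inhibition at least 30% at 10 µM, raw YFP signal under a set limit, fluorescence ratio 0.5 to 1.5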;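 further: 0% = enzyme with DMSO and 100% = no enzyme wells; some results filed as inactive read as strong as hits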
# Target sequence (Q9P0U3 419-644 limits assumed): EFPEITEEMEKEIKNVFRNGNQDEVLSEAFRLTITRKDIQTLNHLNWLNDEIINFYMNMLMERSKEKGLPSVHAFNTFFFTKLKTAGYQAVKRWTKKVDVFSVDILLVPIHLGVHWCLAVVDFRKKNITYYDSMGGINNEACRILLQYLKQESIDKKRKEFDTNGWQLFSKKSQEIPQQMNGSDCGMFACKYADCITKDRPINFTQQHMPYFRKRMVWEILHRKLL
#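 Test system: hSENP1 catalytic domain, recombinant; Amount: 20 pM final SENP1 enzyme; Medium: Tris pH 8 buffer plus EDTA, NaCl, BME, BSA, NP40, catalase; Schedule: 50 min enzyme reaction, room temperature, light-protected; Technique: FRET fluorescence in CFP and YFP emission channels; Controls: no-enzyme wells low, DMSO-plus-enzyme wells high control.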
# SENP6 block: SENP6 protease inhibitors, primary screen, biochemical, luminescence, uHTS; Recombinant SENP6 catalytic domain, aminoluciferin luminescence; inhibition, % at 10 µM; Sentrin-specific protease 6 (Homo sapiens), Q9GZR1; hit rate 1.8% among 330,000; AID 2599, 2010;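 active means inhibition above about 50% at the single tested dose, limit read from the data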;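 further: plate controls were DMSO wells with enzyme for no effect and DMSO wells lacking enzyme for full effect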
# HKDC1 inhibitor: HKDC1 hexokinase inhibitors, primary screen, biochemical, fluorescence, uHTS; recombinant HKDC1, G6PDH/diaphorase resazurin coupled fluorescence; inhibition, % at 20 µM; hit rate 0.16% among 340,000; AID 493160, 2011;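 active means inhibition above about 35% when tested at 20 µM, limit read from the data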;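 further: plate controls were DMSO wells with enzyme for no effect and DMSO wells lacking enzyme for full effect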
#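 Assay system: in-house recombinant HK5 (HKDC1) enzyme. Input: HKDC1 at 5 µg/mL. Medium: Tris pH 8.0 buffer with MgCl2, Tween-20, BSA, BME. Dosing: single 20 µM dose. Schedule: 90 min reaction incubation at room temperature, dark. Signal: resazurin-to-resorufin fluorescence via G6PDH and diaphorase coupling, 525/613 nm. Controls: DMSO-enzyme wells negative, buffer-substituted wells positive.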
# SENP8 block-2: SENP8 protease inhibitors, primary screen, biochemical, luminescence; AID 2540, 2010; purified SENP8, Z-RLRGG-aminoluciferin cleavage; hit rate 1.2% among 330,000; Sentrin-specific protease 8 (Homo sapiens), Q96LD8; inhibition, % at 10 µM; in the data active means inhibition above about 50%
# * = called active by the depositor; . = no result given.
SMILES	PfGluPho inh	Apaf-1 inh	SENP8 block-1	NLRP3 yeast inh	SENP7 inh	SENP1 inh	SENP6 block	HKDC1 inhibitor	SENP8 block-2
O=C(C1=C[C@H](C2CC2)C[C@H](OCc2ccc(CO)cc2)O1)N1CCOCC1	-13	-4	13	4	5	2	7	-2	2
COc1ccccc1NC(=O)Nc1nc(CC(=O)Nc2ccc(OC)c(OC)c2)cs1	5	16	13	1	-7	-1	-15	-2	-18
CCN1C(=O)C(CC(=O)Nc2ccc(Br)cc2)N(CCCc2ccccc2)C1=S (stereo not drawn)	10	15	19	5	6	-1	-8	-6	-6
Cc1nnc(N(C)C(=O)c2cccnc2)s1	-19	-1	14	6	-3	3	-4	1	-1
CC1CCc2c(C(=O)OCC(=O)Nc3cccc(S(=O)(=O)N4CCCCCC4)c3)csc2C1 (stereo not drawn)	13	9	10	18	-3	2	1	-1	0
COc1cc2c(c(OC)c1OC)CC(=O)N(C)CC2	1	-3	-23	3	6	-1	3	-10	-1
Cc1cc(C)c2c(N)c(C(=O)Nc3ccccc3Br)sc2n1	-7	10	-436	18	-15	-95	-6	-5	-17
CC(C)(CNS(C)(=O)=O)SCc1ccc(Cl)cc1	-8	3	8	16	-6	4	-2	-6	-15

# Record cards, from the list above. Values in the order: PfGluPho inh, Apaf-1 inh, SENP8 block-1, NLRP3 yeast inh, SENP7 inh, SENP1 inh, SENP6 block, HKDC1 inhibitor, SENP8 block-2
# Entry for `CC1CCc2c(C(=O)OCC(=O)Nc3cccc(S(=O)(=O)N4CCCCCC4)c3)csc2C1` (stereo not drawn) : 13, 9, 10, 18, -3, 2, 1, -1, 0
# Entry for `CCN1C(=O)C(CC(=O)Nc2ccc(Br)cc2)N(CCCc2ccccc2)C1=S` (stereo not drawn) : 10, 15, 19, 5, 6, -1, -8, -6, -6

# More compounds:
SMILES	PfGluPho inh	Apaf-1 inh	SENP8 block-1	NLRP3 yeast inh	SENP7 inh	SENP1 inh	SENP6 block	HKDC1 inhibitor	SENP8 block-2
C[C@@H](CO)NC(=O)c1ccc2c3n(nc2c1)-c1ccc(Cl)cc1CO3	17	10	-80	3	-15	-3	-11	2	-18
COc1ccc(/C=C/c2nc(C#N)c(NCCN(C)C)o2)cc1OC	3	-2	-301	13	2	-17	4	-1	0
Nc1ccccc1-c1nnc2n1CCCCC2	-12	1	3	21	-1	1	-15	-1	0
Cc1nc2ccccn2c1C(=O)NC1CCCc2ccccc21 (stereo not drawn)	-14	-3	-10	21	7	2	5	-12	7
COc1ccc(S(=O)(=O)N/N=C\c2ccc(OC)c(COc3ccc(C)cc3[N+](=O)[O-])c2)cc1	6	5	11	16	-4	2	-2	-3	2
CCOC(=O)CN=C/C(C(=O)Nc1nccs1)=C(/C)O	-25	-3	0	16	2	-1	-5	-7	-1
c1ccc(Cn2nc(-c3ccccc3)nc2-c2ccccc2)cc1	14	14	11	34	41	0	62*	-12	47
CC1N=C(N)C(c2nc3ccccc3n2C)=C1O (stereo not drawn)	1	-8	14	1	6	-2	5	-14	7
C=CCN1C(=O)N(/C=C/C)c2cccc3cccc1c23	-2	12	5	9	8	6	12	15	9
COc1ccc(C(CNC(=O)c2cccc(NS(=O)(=O)c3ccc(C)c(F)c3)c2)N2CCOCC2)cc1 (stereo not drawn)	-14	12	-1	-1	-5	-2	9	2	9
Nc1c(Br)cc2c([nH]c(=O)c3ccccc32)c1Br	12	.	32	.	.	3	.	7	.
O=C(CCS(=O)(=O)c1ccccc1)Nc1nc2ccc(F)cc2s1	2	14	-14	17	-7	-9	2	-5	4
CC1=C(C(=O)Nc2nc3ccccc3s2)C(c2ccco2)C(C#N)=C(SCC(=O)NC2CCCCC2)N1 (stereo not drawn)	-7	-12	-297	8	3	-30	-13	-6	-1
Cc1ccc(-n2nnnc2CN2CCCCC2)cc1	-5	-5	10	6	-1	1	0	-4	5
Cc1ccc(C)c(N2CCN(CCCNC(=O)Cn3c(=O)c4cccn4c4cccnc43)CC2)c1	6	-2	-22	3	-5	-19	6	-1	8
S=c1[nH]nc(-c2ccc3ccccc3n2)o1	6	1	-143	10	-11	-1	-6	-1	-2
CN(Cc1cccc(-n2cccn2)c1)Cc1cn(C)nc1-c1ccccc1F	-6	-5	8	9	-7	-1	-14	-9	-13
O=c1c2ccccc2nc(-c2cccc(Cl)c2)n1O	-31	-9	2	40	0	2	-18	-6	-2
COc1ccc(NS(=O)(=O)c2ccc(OC)c3ccccc23)cn1	20	-1	10	0	0	0	-2	6	-2
Cc1ccc(N2C(=O)C3C(c4ccccc4)(C2=O)C3(c2ccccc2)c2ccccc2)cc1 (stereo not drawn)	4	10	8	19	8	0	11	-2	1
O=c1n(-c2cccc(Cl)c2)c(=O)n2n1CCC2	-4	-17	12	11	9	0	-14	-9	1
CNS(=O)(=O)c1ccc2nc(NC(=O)/C=C/c3ccco3)sc2c1	-1	-8	-386	12	-7	-43	-4	-3	-12
O=C(CSc1c[nH]c2ccccc12)N1CCOCC1	9	-42	6	1	2	-1	-1	-7	3
COc1cc(OC)c2c(=O)cc(-c3ccccc3)oc2c1	8	13	-229	33	57*	5	59*	12	46
COc1cc(C)c(S(=O)(=O)N2CCOCC2)c(C)c1C	-3	5	9	17	9	3	-5	-11	-2
O=C(O)Cn1c(=O)c2c3c(sc2n(Cc2ccccc2)c1=O)CCCC3	1	4	20	4	-2	2	-9	-1	1
O=C(CC1Oc2ccc(Cl)cc2NC1=O)NC1CCCCCC1 (stereo not drawn)	0	-2	9	3	-4	1	3	2	-1
COc1ccccc1Cn1cnc2cccnc21	2	0	20	6	-6	-1	-4	2	-3
COc1ccc(C(=O)NN=C(Cc2ccccc2)Cc2ccccc2)cc1OC	-20	6	13	4	-2	3	12	6	0
OC1CCCN(Cc2nc(Cc3ccccc3Cl)no2)C1 (stereo not drawn)	6	-7	23	20	3	3	-1	-21	0
N#CCC(=O)N1CCn2c1nc1ccccc12	-2	-3	21	8	12	-1	-7	-4	-6
Nc1nc(CC(=O)CSc2ccc(Cl)cc2)nc(Nc2ccc(F)cc2)n1	.	2	.	30	0	.	-13	.	-4

# Other results:
# Results follow in this order: PfGluPho inh | Apaf-1 inh | SENP8 block-1 | NLRP3 yeast inh | SENP7 inh | SENP1 inh | SENP6 block | HKDC1 inhibitor | SENP8 block-2
- Cc1ccc(CCNC(=O)c2ccc(CS(=O)(=O)Cc3ccccc3F)o2)cc1
→ 4 | -15 | 9 | 9 | -7 | -2 | -4 | -3 | 3
- COc1ccc(OCCNS(=O)(=O)c2ccc3oc4ccccc4c3c2)cc1
→ 11 | -4 | 14 | 10 | 0 | 0 | -2 | 1 | 3
- O=C(NCCCN1CCOCC1)C1CC(=O)N(CCc2ccccc2)C1 (stereo not drawn)
→ -7 | -4 | 21 | -6 | 7 | 2 | -1 | -4 | 6
- CC1(C)CC(=O)c2cnc(NC(=O)CCc3ccccc3)nc2C1
→ -15 | 10 | 26 | 13 | -4 | 1 | 1 | 4 | 6
- NC1=NC2(CCCC2)N=C(Nc2ccccc2)N1
→ -4 | -6 | 17 | -8 | -8 | 0 | -8 | -5 | -6
- COc1ccc(C(C)=O)cc1COC(=O)CCNS(=O)(=O)c1ccc(C)cc1
→ 2 | 14 | 8 | 27 | 8 | 2 | -17 | -1 | -9
- CCCCn1c(CN(Cc2ccccc2)Cc2ccccc2)nc2c1c(=O)n(C)c(=O)n2C
→ 1 | 34 | 31 | 6 | -2 | 1 | -15 | 2 | -15
- O=C(NCC(c1cccnc1)N1CCOCC1)c1cccc(Cl)c1 (stereo not drawn)
→ -14 | 6 | 3 | -7 | 5 | 2 | 19 | -4 | 5
- O=C(NNC(=O)c1sccc1-n1cccc1)c1cccs1
→ -9 | -5 | 0 | 19 | -3 | 3 | -3 | -12 | -7
- CCOC(=O)CC(=O)CSc1n[nH]c(=O)[nH]c1=O
→ 0 | -18 | 6 | -36 | 5 | -2 | -10 | -5 | 0
- COc1ccc(CCNC(=O)CN(c2cc([N+](=O)[O-])ccc2OC)S(C)(=O)=O)cc1OC
→ -13 | -3 | -5 | 9 | -5 | 3 | -2 | -6 | -3
- COc1ccc(Nc2cc(Sc3ccc(OC)cc3)ncn2)cc1
→ 78* | 23 | 11 | 20 | -3 | -9 | -22 | 3 | -16
- O=C(O)c1ccccc1NC(c1ccccc1)c1ccc(Cl)cc1 (stereo not drawn)
→ -17 | 19 | -296 | 17 | 5 | 2 | -20 | 11 | -5
- O=C(Nc1ncc2c(n1)-c1ccccc1OC2)c1cccc([N+](=O)[O-])c1
→ 18 | 1 | -168 | 24 | 11 | -2 | -2 | 5 | -1
- O=C(CCN1CCc2ccccc2C1)Nc1ccc2c(c1)OCO2
→ 2 | 14 | 14 | 18 | -1 | -1 | -1 | -1 | 6
- CCOc1ccc(NC(=O)CN(C)C(=O)c2ccccc2OCc2cccc(C)c2)cc1OCC
→ 3 | 46* | 4 | 17 | -1 | 0 | -9 | -6 | 4
- COC(=O)C1=C(C)OC(N)=C(C#N)C1C1CCCCC1 (stereo not drawn)
→ -18 | 6 | 1 | 7 | 7 | 1 | -12 | -5 | -10
- O=C(Nc1ccc(F)cc1)NC1CCCCCCC1
→ 4 | -5 | 2 | 18 | -3 | 3 | -10 | 0 | -8

# Arranged by the number under SENP1 inh (low to high): 4 of the compounds above
Structure	SENP1 inh
COc1ccc(Nc2cc(Sc3ccc(OC)cc3)ncn2)cc1	-9
O=C(Nc1ncc2c(n1)-c1ccccc1OC2)c1cccc([N+](=O)[O-])c1	-2
O=C(CCN1CCc2ccccc2C1)Nc1ccc2c(c1)OCO2	-1
COC(=O)C1=C(C)OC(N)=C(C#N)C1C1CCCCC1 (stereo not drawn)	1
